# Screening results as filed in PubChem BioAssay.
# LAP4 TOR yeast = yeast TOR pathway LAP4-GFP modulation; S. cerevisiae LAP4-GFP multiplex, flow cytometry GFP, 3 h; median GFP as percent of DMSO wells; GFP response vs DMSO, % at 10 µM; 320,000 tested, 0.34% active; AID 2023;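 active = GFP response vs DMSO above a set limit, about the screen mean plus 3 SD, cut at about 150% in these data; inconclusive = under 70 cell events counted for the yeast strain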
# RPL19A-GFP yeast = alters RPL19A-GFP fluorescence in TOR pathway yeast screen | 330,000 tested, 0.3% active | S. cerevisiae RPL19A-GFP strain, flow cytometry, 3 h; stronger effect = lower value | AID 2025 | percent response vs DMSO, % at 10 µM;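 active = percent response vs DMSO below 50%; inconclusive = fewer than 70 events counted for the yeast strain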;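 note: median channel GFP fluorescence of the barcoded RPL19A-GFP strain; ratio of sample median GFP to plate DMSO average so 100% = DMSO; lower means less RPL19A-GFP as with rapamycin TOR inhibition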
# GASC-1 inh = human JMJD2C demethylase inhibition; Q9H3R0; GST-JMJD2C(1-420) H3K9me3 demethylation, DELFIA europium; inhibition, % at 2.35 µM; 330,000 tested, 0.069% active; AID 2099;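 active = more than half of a compound's replicate wells show inhibition beyond 50%, single wells judged on their own value; inconclusive = some, but no more than half, of replicates pass 50% inhibition; inactive = no replicate passes 50% inhibition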;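 note: signal counts dimethyl H3K9 product captured on neutravidin plate; 0% = median of DMSO wells and 100% = 0.3 times that DMSO median; strong numbers were not always called active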
# VLA-4 inh = inhibition in a human VLA-4 binding assay. 330,000 tested, 0.2% active. inhibition, % (about 7 µM as worked out from the volumes in the protocol). VLA-4 expressing cells, ligand binding flow cytometry; in the data active = inhibition above about 50%
# Target sequence (P13612 whole entry, looked up): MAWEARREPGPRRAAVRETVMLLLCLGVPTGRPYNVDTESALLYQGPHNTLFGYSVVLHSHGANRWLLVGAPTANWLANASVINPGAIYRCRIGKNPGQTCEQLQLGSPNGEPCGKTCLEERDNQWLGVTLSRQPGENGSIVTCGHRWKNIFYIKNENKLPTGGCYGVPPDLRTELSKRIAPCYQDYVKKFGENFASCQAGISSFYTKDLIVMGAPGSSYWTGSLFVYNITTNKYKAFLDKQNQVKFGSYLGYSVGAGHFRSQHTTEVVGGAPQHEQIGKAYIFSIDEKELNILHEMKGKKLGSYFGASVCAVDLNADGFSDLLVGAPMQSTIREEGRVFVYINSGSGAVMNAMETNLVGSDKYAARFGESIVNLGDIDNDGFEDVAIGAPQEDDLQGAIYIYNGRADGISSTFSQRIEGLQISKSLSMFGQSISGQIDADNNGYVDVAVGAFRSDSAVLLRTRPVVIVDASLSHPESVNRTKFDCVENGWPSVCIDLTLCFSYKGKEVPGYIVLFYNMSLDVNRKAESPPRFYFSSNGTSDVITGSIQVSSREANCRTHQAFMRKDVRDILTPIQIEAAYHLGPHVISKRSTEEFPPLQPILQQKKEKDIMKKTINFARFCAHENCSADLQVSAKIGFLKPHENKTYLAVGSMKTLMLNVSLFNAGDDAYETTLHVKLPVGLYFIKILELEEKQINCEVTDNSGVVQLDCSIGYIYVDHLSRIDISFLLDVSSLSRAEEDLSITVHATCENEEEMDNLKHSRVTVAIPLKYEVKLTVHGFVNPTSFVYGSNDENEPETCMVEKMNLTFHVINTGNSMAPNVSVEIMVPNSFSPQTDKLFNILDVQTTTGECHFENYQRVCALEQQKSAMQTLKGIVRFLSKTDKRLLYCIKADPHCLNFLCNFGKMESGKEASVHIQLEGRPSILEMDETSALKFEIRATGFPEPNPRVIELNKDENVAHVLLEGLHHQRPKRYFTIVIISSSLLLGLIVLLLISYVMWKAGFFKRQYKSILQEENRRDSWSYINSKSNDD
# MEP2 TOR yeast = yeast TOR pathway MEP2-GFP modulation. S. cerevisiae MEP2-GFP strain, flow cytometry GFP, 3 h; 100% = DMSO control level. GFP response vs DMSO, % at 10 µM. 330,000 tested, 0.51% active. AID 2016;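 active = GFP response versus DMSO above a set limit, roughly screen mean plus 3 SD, cut at about 180% in these data; inconclusive = fewer than 70 cells counted for a yeast strain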;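 note: median GFP fluorescence of the barcode-gated MEP2-GFP cells per well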
# CIT2-GFP yeast = alters CIT2-GFP fluorescence in TOR pathway yeast screen; S. cerevisiae CIT2-GFP strain, flow cytometry, 3 h; 100 means same as DMSO wells; GFP response vs DMSO, % at 10 µM; 320,000 tested, 0.065% active; AID 2029;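 active = GFP response relative to DMSO above a set limit, near the screen mean plus 3 SD, cut at about 150% in these data; inconclusive = Fewer than 70 cells measured for a yeast strain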;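 note: ratio of well median GFP fluorescence to mean of DMSO wells on the plate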
# GRK2 inh = human GRK2 inhibition via aptamer displacement; 330,000 tested, 0.59% active; inhibition of aptamer binding, % at 10 µM; bead flow cytometry, FAM-aptamer displacement from GRK2;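 active = inhibition of aptamer binding above 40%, roughly 3 SD of noise, on plates passing a quality check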;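 note: median bead fluorescence of bound FAM aptamer so fluorescent compounds give negative values; no value below 0 was filed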
# AGP1 TOR yeast = alters AGP1-GFP fluorescence in TOR pathway yeast screen | S. cerevisiae AGP1-GFP multiplex flow cytometry, 3 h; GFP as percent of DMSO wells | GFP response vs DMSO, % at 10 µM | 320,000 tested, 0.02% active;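 active = GFP response relative to DMSO above a set limit, near screen average plus 3 SD, cut at about 150% in these data; inconclusive = fewer than 70 cells counted for the yeast strain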;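 note: median GFP channel fluorescence of the gated AGP1 strain per well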
# * marks the source's active call; other numbers are inactive results; ? = inconclusive; . = not tested or not shown; & = joins results of further samples; [ ] = remark or other dose.
# Start of the listing, in advance (2 entries):
SMILES,LAP4 TOR yeast,RPL19A-GFP yeast,GASC-1 inh,VLA-4 inh,MEP2 TOR yeast,CIT2-GFP yeast,GRK2 inh,AGP1 TOR yeast
CCC(Sc1nc2cc3c(cc2c(=O)n1Cc1ccco1)OCO3)C(=O)Nc1cccc(OC)c1 (stereo not drawn),102.7,102.5,4.6,8.4,102.6,101.8,0.0,98.6
COc1cccc([C@@H]2CC=C(C(=O)O)[C@H](c3ccc(F)cc3)N2S(=O)(=O)c2ccc(C)cc2)c1,132.6,95.3,.,10.2,89.3,102.1,1.0,84.6

# Main list (from the top)
SMILES,LAP4 TOR yeast,RPL19A-GFP yeast,GASC-1 inh,VLA-4 inh,MEP2 TOR yeast,CIT2-GFP yeast,GRK2 inh,AGP1 TOR yeast
CCC(Sc1nc2cc3c(cc2c(=O)n1Cc1ccco1)OCO3)C(=O)Nc1cccc(OC)c1 (stereo not drawn),102.7,102.5,4.6,8.4,102.6,101.8,0.0,98.6
COc1cccc([C@@H]2CC=C(C(=O)O)[C@H](c3ccc(F)cc3)N2S(=O)(=O)c2ccc(C)cc2)c1,132.6,95.3,.,10.2,89.3,102.1,1.0,84.6
Cn1c(-c2ccccc2)cnc1NCc1cc2c(cc1[N+](=O)[O-])OCO2,107.6,100.4,3.2,-2.9,105.0,106.7,0.0,100.7
Cc1cc(/C=C(/C#N)c2cccc(Cl)c2)c(C)n1C,102.2,102.1,-35.3,0.0,101.4,99.6,2.0,102.8
CC(=O)N1CCN(Cc2nc3cc(NC(=O)c4ccc(F)cc4)ccc3n2C)CC1,99.3,101.0,-8.5,-1.6,98.6,98.8,1.0,105.1
O=C(c1ccc(Br)cc1)N(Cc1nc2ccccc2c(=O)[nH]1)C1CCCC1,100.8,99.7,-3.4,-1.6,97.0,103.9,1.0,99.1
CCN(CCCNC(=O)CN(C)S(=O)(=O)c1ccc2c(c1)CCC(=O)N2)c1cccc(C)c1,?,?,5.7,9.4,?,?,0.0,?
COc1ccc(S(=O)(=O)N2CCC(C(=O)Nc3nnc(CCN4CCCCC4)s3)CC2)cc1,83.5[may fluoresce red and violet],?,-5.3,7.1,?,?,0.0,?
CCOc1ccc(Nc2nc(N(C)c3ccccc3)nc(N)c2[N+](=O)[O-])cc1,94.0,63.3,30.6,-1.2,199.5*,102.2,0.0,28.3
O=C(CN1C(=O)S/C(=C\c2ccc(Cl)cc2)C1=O)NCCCn1ccnc1,102.8,95.5,15.3,13.6,101.7,93.7,1.0,97.2
Cc1cc(=O)oc2ccc(OCC(=O)N3CCc4ccccc43)cc12,99.9,96.6,5.9,6.7,101.0,95.0,0.0,93.4
CC(=O)c1cccc(NC(=O)Nc2ccc3c(c2)CCC3)c1,102.7,106.9,4.2,0.3,101.8,99.7,0.0,106.5
O=C(CCc1c[nH]c2ccccc12)NN1C(=O)NC2(CCCCC2)C1=O,100.0,101.8,.,-11.8,101.3,100.4,0.0,105.0
Cc1cc(C)n2ncc(S(=O)(=O)c3ccccc3)c2n1,92.3,96.9,-8.3,11.4,95.2,99.0,2.0,88.7
CCN(C(=O)Cn1c(=O)n(Cc2ccccc2)c(=O)c2ccccc21)c1cccc(C)c1,94.3,102.1,-9.0,4.7,102.4,101.6,0.0,112.8
CCC(C)C(NC(=O)C(N)CC(C)C)C(=O)NC(CCC(=O)OCc1ccccc1)C(N)=O (stereo not drawn),81.5,118.2,8.0,54.0*,89.3,77.5,0.0,80.6
COc1cccc(NC(=O)N(CCCN2CCOCC2)C(C)c2cc3ccccc3o2)c1 (stereo not drawn),93.0,98.2,-20.0,10.4,101.5,108.0,0.0,108.9
CC(=O)Oc1cccc(N2C(=O)C3C4C=CC(C4=C(C)C)C3C2=O)c1 (stereo not drawn),109.5,93.6,4.0,-5.8,97.8,93.8,1.0,101.8
Cn1c(CSCC(=O)Nc2ccccc2)nnc1SCc1ccccc1,100.8,98.5,7.3,1.9,90.7,96.8,3.0,98.5
CCOC(=O)c1[nH]c(C)c(C(=O)N2CCN(c3cccc(Cl)c3)CC2)c1C,101.0,94.4,-2.1,-0.1,98.6,102.3,6.0,97.4
COC(=O)C1=C(C)N(C)C(=O)NC1c1cc2c(cc1[N+](=O)[O-])OCO2 (stereo not drawn),105.4,93.5,-2.1,4.3,92.6,96.4,5.0,98.7
O=C(c1cc2ncc(Br)cn2n1)N1CCOCC1,97.4,96.4,-6.2,-1.6,83.0,89.0,3.0,97.3
Cn1c(C(=O)NCCOc2ccccc2Cl)cc(=O)n(C)c1=O,96.0,97.2,9.3,-5.5,96.3,96.0,0.0,100.3
O=C(O)c1cccc(Nc2c3ccccc3nc3ccccc23)c1,88.2,97.0,2.8,-0.8,95.9,83.8,51.0*,91.1
Cc1ccc(N2CC(NC(=O)C(=O)c3c[nH]c4ccccc34)CC2=O)cc1C (stereo not drawn),98.7,98.6,4.8,1.1,101.2,89.1,0.0,99.5
O=C(Nc1cccc2nsnc12)c1cccs1,104.3&93.3,102.8&100.7,-47.0&84.3,11.6&-8.3,100.4&97.9,93.2&111.8,0.0&2.0,106.8&100.4
CCOC(=O)CCCC(=O)N1CCOCCOCCOCC1,98.4,94.6,1.0,-6.3,95.3,95.6,0.0,94.0
CCOC(=O)C(NC(=O)c1cccc(Cl)c1)(Nc1nnc(C)s1)C(F)(F)F (stereo not drawn),88.3,100.2,11.7,46.8,100.8,90.3,8.0,91.3
O=C1N(Cc2cccc(Cl)c2)C[C@@H]2C[C@@H](c3cccn3-c3ccccn3)N3CCC[C@@]123,105.5,102.0,1.9,2.2,101.2,108.2,0.0,99.2
O=C(O)CCCC(=O)N1N=C(c2c(-c3ccccc3)c3cc(Cl)ccc3[nH]c2=O)CC1c1cccs1 (stereo not drawn),111.2,115.2,0.1,0.8,113.8,115.6,13.0,113.1
C=CCNC(=S)NNC(=O)CCC(O)COCCC(C)C (stereo not drawn),?,?,3.1,5.8,?,?,0.0,?
CC(OC(=O)c1cc2c(s1)CCCCC2)C(=O)NC(N)=O (stereo not drawn),97.4,103.3,2.2,11.8,108.6,102.8,0.0,102.2
COc1cccc(CN2CCC(n3nccc3NC(=O)CCOc3ccccc3)CC2)c1O,96.7,94.1,-3.4,-1.1,94.5,125.3,0.0,108.8
Cc1ccc(NC(=O)COC(=O)c2ccc(-n3cnnn3)cc2)c(Br)c1,100.7,98.7,-2.0,21.5,104.5,103.1,0.0,101.4
COc1ccc2c(c1)C(=O)CC(c1ccccc1F)O2 (stereo not drawn),83.6,90.8,25.6,5.2,92.8,79.9,0.0,84.5
CCn1cc(C(=O)OCC(=O)Nc2c(C)cccc2C)c(=O)c2ccc(C)nc21,83.6,87.4,-4.7,-12.6,90.9,.,0.0,87.8
Cc1ccc(NC(=O)c2cnn(-c3ccccc3)c2C)cc1C,99.7,101.5,8.3,6.2,103.3,88.8,2.0,87.4
O=C(Nc1ccc(Br)cc1)C1CC=CCC1C(=O)OCC1CCCO1 (stereo not drawn),100.3,96.2,3.5,3.9,96.2,94.9,0.0,95.8
CC(=O)NC(CCCNC(=S)NC1CCCCC1)C(=O)O (stereo not drawn),109.0,106.7,-25.0,4.0,95.6,100.2,0.0,99.4
CC(C)c1nc(SCC(=O)Nc2ccc3c(c2)OCO3)n[nH]1,101.5,100.3,4.9,-8.6,117.7,102.8,1.0,100.3
COc1cc(OC)nc(NC(=S)NC(=O)c2ccccc2)n1,120.7,94.4,-0.6,-8.3,102.3,90.7,0.0,99.9
COc1ccc(CNC(=O)CN2C(=O)COc3ccc(S(=O)(=O)N4CCC(C)CC4)cc32)cc1,103.4,97.3,1.1,5.1,98.5,100.9,0.0,104.7
COc1ccc(N2C(=O)CC(N3CCC(O)(c4ccc(Cl)cc4)CC3)C2=O)cc1 (stereo not drawn),95.9,85.6,0.1,-5.5,92.5,84.5,2.0,81.0
COc1cc(OC)c(/C=N/n2c(C3CCCCC3)n[nH]c2=S)c(OC)c1,116.8,101.9,-2.5,0.9,98.9,114.4,3.0,117.8
O=S(=O)(c1ccc(Cl)s1)N1CCN(CCc2ccccc2)CC1,88.5,96.3,9.3,-6.5,96.6,88.4,0.0,97.1
Cc1cc(C(F)(F)F)nn1CC(=O)Nc1cccnc1,118.7,96.8,4.6,2.8,103.9,101.4,0.0,99.3
CCNc1nc(NCc2ccccc2)nc(SCC(N)=O)n1,102.2,102.0,-4.0,15.6,103.5,103.3,0.0,103.2
O=C(CNC(=O)c1ccc(Cl)cc1)NCC(F)(F)F,107.2,105.2,-28.2,27.0,102.1,102.6,3.0,102.8
Cc1ccc(CNC(=O)c2cnc(-c3ccccn3)nc2C(F)(F)F)cc1,104.4,98.5,-9.0,-6.5,111.8,90.8,1.0,108.1
O=C(Nc1ccncc1)c1cccc(S(=O)(=O)N2CCN(c3ccc(F)cc3)CC2)c1,101.3,100.8,12.0,2.4,107.3,106.4,0.0,105.3
Cc1cc2ccccn2c1C(=O)c1ccc(S(=O)(=O)N(C)C)cc1,111.0,100.9,10.2,10.5,100.6,96.2,1.0,96.9
O=C(CNC(=O)c1ccccc1Cl)N/N=C/c1ccc2c(c1)OCO2,90.1,99.9,4.4,26.6,90.9,97.9,0.0,95.3
Cc1occc1C(=O)NCCc1ccc(Cl)cc1,119.2,106.1,8.5,.,114.3,103.2,0.0,105.7
CC1CC1C(=O)OCC(=O)Nc1ccc(Cl)cn1 (stereo not drawn),100.0,97.5,3.6,-1.8,100.1,100.7,3.0,103.9
CC1C(=NO)C(C)C(c2ccc(N(C)C)cc2)NC1c1ccc(N(C)C)cc1 (stereo not drawn),89.6,96.1,1.9,1.8,91.7,100.2,0.0,95.8
CCc1nc2cccnc2n1-c1ccc(CC(=O)O)cc1,100.0,103.5,-1.3,3.3,102.3,83.2,2.0,92.0
O=C(O)CSc1nnc(CNc2cccc(C(F)(F)F)c2)n1Cc1ccco1,95.0,100.8,-13.5,28.8,103.1,97.0,1.0,100.5
CSCCC(NC(=O)COc1ccccc1)C(=O)Nc1ccc(C)cc1 (stereo not drawn),106.3,111.5,0.2,21.7,118.9,109.0,14.0,113.1
O=C(Cc1ccccc1)Nc1nc(-c2cccc([N+](=O)[O-])c2)cs1,92.5,106.3,-6.6,6.5,91.6,95.2,0.0,102.0
c1ccc(NC2=NCCN2CCC2CCCC2)cc1,106.4,95.0,-5.9,26.3,88.8,66.6,1.0,76.7
# Next structures follow:
SMILES,LAP4 TOR yeast,RPL19A-GFP yeast,GASC-1 inh,VLA-4 inh,MEP2 TOR yeast,CIT2-GFP yeast,GRK2 inh,AGP1 TOR yeast
O=C(NCc1ccco1)c1ccc(-c2ccccc2Cl)o1,114.2,99.7,-10.4,9.7,89.4,89.5,0.0,90.9
CC(C)(C)S(=O)(=O)/C(C#N)=N/Nc1ccc(C#N)cc1,98.0,94.4,2.4,8.3,98.4,101.1,2.0,100.2
Cc1ccc(C(=O)NNC(=O)c2ccccc2)cc1S(=O)(=O)N1CCCCC1,103.6,99.6,-3.2,6.3,102.1,95.5,2.0,101.8
COc1cc(NS(=O)(=O)c2ccc(NC(=O)C34CC5CC(CC(C5)C3)C4)cc2)ncn1,105.6,101.6,-0.5,9.1,107.8,106.2,2.0,99.2
N#CCCn1cc(C(=O)N2CCOCC2)c(-c2ccc3c(c2)OCCO3)n1,107.7,107.2,9.1,2.0,106.5,109.5,7.0,115.6
CCOC(=O)c1c(C)[nH]c(N=Nc2cc(C(=O)O)cc(C(=O)O)c2)c1C,124.3,106.2,4.7,-2.6,114.4,97.5,4.0,109.1
